CF NFkB inh = blocks PAF-induced NF-kB reporter in cystic fibrosis cells; KKLEB NF-kB-GFP reporter, GFP fluorescence overnight; inhibition, % at 5 µM; hit rate 0.86% among 360,000; AID 588850;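 active = at least 50% inhibition at 5 µM, scaled per plate between neutral and stimulator controls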;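 also: PAF is a Pseudomonas aeruginosa culture filtrate used as stimulus; plate controls were PAF-stimulated DMSO wells for no effect and unstimulated DMSO wells for full effect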
NR2E3 ag-1 = agonists of human NR2E3 nuclear receptor | Q9Y5X4 | CHO-S Gal4-NCOR/VP16-NR2E3 two-hybrid, luciferase | inhibition of corepressor binding, % at 3.98 µM | hit rate 0.35% among 360,000 | AID 602229;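 active = inhibition above the mean of all tested compounds plus 3 SD, cut at about 70% in these data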;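 also: 0% = DMSO with NR2E3 transfected cells and 100% = cells lacking NR2E3 construct; higher means lower luciferase signal from less NR2E3 corepressor binding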
Target sequence (Q9Y5X4 whole entry, looked up, the tested form may be a part): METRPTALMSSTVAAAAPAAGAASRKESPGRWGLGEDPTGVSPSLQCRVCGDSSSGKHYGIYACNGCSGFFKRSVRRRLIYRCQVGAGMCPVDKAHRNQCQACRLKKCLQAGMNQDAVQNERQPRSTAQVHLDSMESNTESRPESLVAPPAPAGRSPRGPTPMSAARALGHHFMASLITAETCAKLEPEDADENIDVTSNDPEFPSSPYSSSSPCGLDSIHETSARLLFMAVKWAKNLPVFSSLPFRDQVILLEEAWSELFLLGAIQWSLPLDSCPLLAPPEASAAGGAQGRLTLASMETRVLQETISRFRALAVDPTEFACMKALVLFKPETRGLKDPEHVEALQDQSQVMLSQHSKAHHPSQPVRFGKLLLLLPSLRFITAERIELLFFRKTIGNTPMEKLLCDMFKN
EBV LMP1 NFkB = Epstein-Barr LMP1 NF-kappaB reporter inhibition | AID 504558 | inhibition, % at 12.5 µM | LMP1-induced NF-kappaB luciferase reporter cells, luminescence | hit rate 0.69% among 350,000; in the data active = inhibition above about 41%;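 also: 0% = neutral control wells and 100% = reference inhibitor control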
MITF TRPM1 inh = MITF TRPM1 promoter inhibition in SK-MEL-5 cells. SK-MEL-5 TRPM1 promoter luciferase, 24 h. hit rate 0.83% among 330,000. inhibition, % at 12.5 µM;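 active = mean inhibition across replicates of 60% or more, whatever share of single replicates reaches that level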; also: values of inactives mirror those of a sister screen read the other way
NR2E3 ag-2 = agonists of human nuclear receptor NR2E3 | Q9Y5X4 | GST-NR2E3/biotin-RetCOR TR-FRET, 1536-well | inhibition of corepressor binding, % at 4.78 µM | hit rate 0.12% among 320,000 | AID 2300;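 active = percent inhibition above the cutoff of mean plus 3 SD of all tested compounds, set per screening campaign, cut at about 20% in these data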;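 also: 0% = DMSO wells and 100% = biotin wells as full block of FRET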
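Test system – NR2E3–RetCOR corepressor complex · Quantity – NR2E3 fusion 1.35 nM · Buffer or medium – Tris pH 7.5 · Incubation – Compound–protein incubation for 5 h at 4 °C · Technique – TR-FRET, Eu(K)-anti-GST donor, streptavidin-D2 acceptor, ex 340, em 617/671 nm · Evaluation – percent inhibition of 671/617 nm emission ratio versus biotin and DMSO controls · Plate – 1536-well format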
hiPSC survival = hiPSC single-cell survival enhancement | ATPlite luminescence; 100% = ROCK inhibitor wells, 0% = DMSO | survival enhancement, % at 20 µM | hit rate 0.044% among 360,000; in the data active = survival enhancement above about 18%;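 also: cells exposed to compounds for 16 hours before the ATP read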
HIF-2a block = inhibitors of HIF-2a; AID 624352; 786-0 RCC cells HIF-2a reporter, luciferase luminescence, overnight; inhibition, % at 18.8 µM; hit rate 0.72% among 360,000;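 active = inhibition of the luminescence signal of 40% or more relative to plate controls, in a single-dose primary screen at 18.75 µM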
Peg3 prom inh = inhibitors of Peg3 promoter; HeLa PEG-Prom luciferase reporter, luminescence, overnight; inhibition, % at 20 µM; hit rate 1.7% among 360,000; AID 588405;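 active = inhibition of at least 50% at 20 µM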
Shn3 inh set2 = Schnurri-3 reporter inhibition in Clone20 osteoblasts | Clone20 osteoblast Shn3 3'UTR firefly luciferase, 24 h | inhibition, % at 12.5 µM | AID 588674 | hit rate 0.52% among 360,000;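 active = mean inhibition of at least 75% with every replicate also reaching 75%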;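 also: 0% = median of neutral control wells and 100% = pilot-screen positive control compound; some compounds past the cut are filed as inactive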
C8 TRAIL sens = caspase-8 TRAIL sensitization; NB7+C8 cells + TRAIL, ATPlite viability luminescence; inhibition (viability loss, TRAIL sensitization), % at 10 µM; hit rate 1% among 360,000; AID 624354;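 active = compounds causing at least 50% loss of cell viability in the single-dose screen, relative to plate controls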
KKLEB tox = reduces viability of KKLEB cystic fibrosis airway cells; KKLEB CF airway cells viability, ATPlite luminescence, overnight; stronger effect = lower value; cells stimulated with P. aeruginosa culture filtrate; activity change (cytotoxicity), % at 5 µM; hit rate 0.36% among 360,000; AID 602141;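 active = corrected activity change at or below -50% at 5 µM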
The depositor's hits bear a star; nt = no result given.

SMILES | CF NFkB inh | NR2E3 ag-1 | EBV LMP1 NFkB | MITF TRPM1 inh | NR2E3 ag-2 | hiPSC survival | HIF-2a block | Peg3 prom inh | Shn3 inh set2 | C8 TRAIL sens | KKLEB tox
O=C(Nc1ccc2c(c1)Cc1ccccc1-2)c1ccccc1F | -7 | -157 | -45 | nt | -4 | -0.5 | -304 | -369 | -38 | 25 | -10
C=CCN1C(=O)C(CC(=O)O)SC1=Nc1c(C)n(C)n(-c2ccccc2)c1=O (centres undefined) | -4 | -18 | 2 | 5 | -5 | -2.4 | 1 | -2 | 1 | -16 | 1
CCn1c(SCC(=O)Nc2ccccc2N2CCOCC2)nnc1-c1ccccc1 | 8 | -7 | -5 | -7 | 4 | 0.5 | 4 | 6 | -19 | 1 | -3
COc1ccc(Cc2c(-c3cccc(Br)c3)nc3ccc(Cl)cn23)c(C)c1 | 3 | -6 | nt | nt | nt | -0.1 | -235 | -183 | -9 | -5 | -2
Cc1c(NS(=O)(=O)c2ccc3c(c2)Cc2ccccc2-3)c(=O)n(-c2ccccc2)n1C | 10 | 17 | 2 | 6 | 4 | -0.5 | 21 | 9 | -15 | 0 | 3
CCOC(=O)C1CCCN(C(=O)Cn2cnc3sc(C)c(S(=O)(=O)N4CCOCC4)c3c2=O)C1 (centres undefined) | -7 | 7 | -8 | -2 | 3 | 0.3 | 10 | -5 | 7 | -3 | 4
C/C(=N\NC(=S)NC1CCCCC1)c1ccc(Cl)c(Cl)c1 | -11 | 19 | -3 | 11 | 3 | -0.4 | -74 | -14 | -26 | -6 | 3
CCOC(=O)C1(C)CCN1C(=O)c1cccc2ccccc12 (centres undefined) | 13 | 12 | nt | nt | nt | 3.0 | 14 | -3 | 2 | 2 | -4
CCCNC(=O)C1(C)CCN(Cc2ccc(C)c3ccccc23)C1 (centres undefined) | 28 | -38 | nt | nt | nt | -2.7 | 14 | 2 | 7 | 11 | -10
COc1ccc(CN(CC(=O)NCCc2ccccc2)C(=O)CCC(=O)Nc2ccccn2)cc1 | 9 | -11 | -11 | 10 | 1 | 0.3 | 12 | 8 | 18 | -19 | -6
Clc1nc(Cl)c2ncn(-c3ccccc3)c2n1 | 76* | -109 | 0 | 30 | nt | -3.4 | -96 | 81* | -11 | 65* | -24
CSc1ccccc1NC(=O)C1=COCCO1 | -11 | -18 | 1 | -9 | 0 | -0.5 | -16 | -23 | -21 | 5 | 15
CSCCC(NS(=O)(=O)c1ccc(C)cc1)C(=O)N1CCN(C(c2ccccc2)c2ccccc2)CC1 (centres undefined) | 16 | -4 | 4 | -11 | 4 | -0.5 | 19 | 0 | -18 | 5 | 8
CCn1c(N)c(C(=O)Nc2ccccc2C(=O)OC)sc1=S | -15 | -13 | -19 | 3 | -1 | -0.2 | -14 | -3 | -2 | 6 | 10
CCOC(=O)Cc1csc(NC(=O)C(NC(=O)C2CCCCC2)C(C)C)n1 (centres undefined) | -13 | 14 | -1 | -3 | 2 | 1.5 | 13 | 10 | 23 | -12 | 2
O=C(Cc1ccccc1[N+](=O)[O-])Nc1nccs1 | 8 | -25 | -4 | 27 | 0 | 0.5 | -12 | 5 | 3 | -25 | -10
CCc1nnc(NC(=O)CCC(=O)N2CCC(Cc3ccccc3)CC2)s1 | 4 | -1 | -3 | -2 | 1 | 0.1 | 10 | 10 | -3 | 13 | 9
Cc1cc(=O)[nH]c(SCC(=O)N2CCCc3ccccc32)n1 | -8 | 6 | -9 | 11 | 2 | 1.6 | 1 | 13 | 6 | -7 | 0
O=c1cc(-c2ccc([N+](=O)[O-])cc2)c2cc3c(cc2[nH]1)OCCO3 | 12 | -6 | 1 | 17 | 2 | -0.6 | 31 | 24 | 25 | 4 | -4
COc1ccc(OCC(=O)NNC(=O)c2ccccc2OCc2c(C)noc2C)cc1 | 3 | 10 | -3 | -4 | 0 | -0.5 | 2 | -1 | -7 | 1 | -16
COc1ccc(Nc2nc3cc(-c4ccsc4)sc3c(=O)n2C)cc1OC | -14 | -11 | nt | nt | nt | -0.7 | -139 | -103 | -13 | 13 | 4
CC(=O)N1CCN(S(=O)(=O)c2cccc(C(=O)Nc3ccc(C)cn3)c2)CC1 | -19 | -41 | -11 | -45 | 0 | -0.1 | -138 | -99 | -20 | 4 | 3
NC(=O)N/N=C/c1ccc(N2CCOCC2)s1 | -18 | -2 | 48* | 12 | -8 | 0.8 | 0 | 52* | 2 | 1 | 9
C=C1CC2C3CC[C@@]4(OCOC45COCO5)[C@@]3(C)C(O)CC2[C@@]2(C)CCC(=O)C=C12 (some centres undefined) | 21 | -24 | 7 | 15 | -6 | -1.6 | 32 | 11 | 14 | -1 | 0
CSc1nc(C)c(CCOCc2ccccc2)c(=O)[nH]1 | -1 | -11 | 1 | 9 | 3 | -3.2 | 6 | 7 | 18 | 13 | 6

Reprinted at random: three entries already listed.
SMILES | CF NFkB inh | NR2E3 ag-1 | EBV LMP1 NFkB | MITF TRPM1 inh | NR2E3 ag-2 | hiPSC survival | HIF-2a block | Peg3 prom inh | Shn3 inh set2 | C8 TRAIL sens | KKLEB tox
COc1ccc(Nc2nc3cc(-c4ccsc4)sc3c(=O)n2C)cc1OC | -14 | -11 | nt | nt | nt | -0.7 | -139 | -103 | -13 | 13 | 4
CC(=O)N1CCN(S(=O)(=O)c2cccc(C(=O)Nc3ccc(C)cn3)c2)CC1 | -19 | -41 | -11 | -45 | 0 | -0.1 | -138 | -99 | -20 | 4 | 3
CSc1ccccc1NC(=O)C1=COCCO1 | -11 | -18 | 1 | -9 | 0 | -0.5 | -16 | -23 | -21 | 5 | 15

More entries:
SMILES | CF NFkB inh | NR2E3 ag-1 | EBV LMP1 NFkB | MITF TRPM1 inh | NR2E3 ag-2 | hiPSC survival | HIF-2a block | Peg3 prom inh | Shn3 inh set2 | C8 TRAIL sens | KKLEB tox
FC(F)(F)c1ccc(-c2nnc(-c3ccccn3)c(-c3ccccn3)n2)nc1 | -2 | 0 | 1 | 5 | 1 | 0.5 | -6 | 13 | 5 | -7 | 0
O=c1c2ccccc2cnn1Cc1ccc(Cl)c(Cl)c1 | -20 | -4 | -2 | 1 | 0 | 0.2 | -31 | -11 | 3 | 17 | 2
O=S(=O)(NCCn1cccc1)c1ccc2ccccc2c1 | 12 | -2 | 5 | -15 | 4 | 0.8 | -12 | -7 | 7 | -4 | -1
Cc1ccc(NC(=O)C(OC(=O)c2ccc(NC(N)=O)cc2)c2ccccc2)cc1Cl (centres undefined) | -10 | -35 | 1 | -4 | 3 | 7.6 | -42 | -39 | 8 | 1 | 1
CCOC(=O)C1=CN(Cc2cccc(F)c2)S(=O)(=O)NC1c1ccc(Br)cc1F (centres undefined) | 16 | 5 | -9 | 4 | nt | 0.6 | 11 | 22 | 4 | 4 | -10
Cc1cccc(C(=O)OCN2C(=O)c3ccccc3C2=O)c1[N+](=O)[O-] | -3 | -20 | 2 | 6 | 3 | 0.0 | 7 | 22 | -24 | 0 | 9
COc1ccc(NC(=O)CC2C(=O)N(C)C(=S)N2CCc2ccccc2)cc1 (centres undefined) | 2 | 1 | -13 | -1 | 2 | 0.2 | 15 | 21 | -1 | 0 | 13
CNC(=O)C1Cc2c(-c3ccccc3Oc3ccccc3)ccnc2O1 (centres undefined) | 23 | -28 | nt | nt | nt | -1.1 | 11 | 5 | -9 | -9 | -3
COCCN(Cc1cc2cc3c(cc2nc1Cl)OCO3)C(=O)Nc1ccc(F)cc1 | 2 | 52 | 13 | 20 | -2 | -1.6 | 24 | -1 | 81 | -10 | 4
CCOC(=O)c1c(OCC)[nH]c2ccc(O)cc12 | 19 | -36 | -1 | 12 | 0 | 0.8 | 16 | 17 | 10 | 11 | 3
Cc1ccc(N(CC(=O)N2CCc3ccccc32)S(=O)(=O)c2cccs2)cc1 | -10 | 9 | -4 | 1 | -1 | 0.2 | -19 | 8 | -6 | 0 | 8
CS(=O)(=O)Nc1ccc(C(=O)Nc2ccc(S(=O)(=O)N3CCCC3)cc2)cc1 | 1 | 4 | 4 | -5 | 4 | 0.7 | 13 | 12 | 5 | 3 | -26
Cc1nn(CC(=O)NCC(C)c2ccccc2)c(=O)c2cc3occc3n12 (centres undefined) | 0 | -36 | 0 | 1 | -3 | -0.4 | 4 | -3 | 1 | 12 | -6
CS(=O)(=O)N(Cc1ccccc1)c1ccc(C(=O)NCCSc2ccccn2)cc1 | 14 | -23 | 9 | 7 | 4 | 2.7 | 14 | -31 | -20 | 10 | 15
Cc1ccc(NC(=O)c2nc[nH]c2C(=O)N2CCCCC2)c(C(=O)c2ccccc2)c1 | 18 | 7 | 5 | -10 | -3 | -1.2 | 12 | -27 | 7 | 6 | 3
COc1ccc(C2C(C(=O)N3CCOCC3)=C(C)NC3=C2C(=O)CC(C)(C)C3)c(OC)c1 (centres undefined) | -5 | -4 | -8 | 0 | 5 | -1.5 | 10 | 8 | -9 | -1 | 1
O=[N+]([O-])c1cccc(/C=N/Nc2cc(Cl)nc(-c3ccccc3)n2)c1 | 0 | -10 | 15 | 7 | 0 | -0.1 | -36 | 2 | 11 | 17 | -13
O=C(Nc1cccc(NC(=O)c2cccc([N+](=O)[O-])c2)n1)c1cccc([N+](=O)[O-])c1 | 26 | -17 | 1 | -2 | 1 | -0.6 | -7 | 3 | 2 | 3 | -18
N#CCn1c(CCl)nc2ccccc2c1=O | -10 | -23 | 1 | 11 | 0 | -0.5 | 15 | 20 | -11 | -10 | 12
COc1ccccc1-c1cc(C(=O)N2CCN(c3ccccc3OC)CC2)no1 | 8 | -28 | -9 | 10 | 3 | 0.5 | -12 | 24 | 13 | 3 | -20
Cc1cn2c(-c3ccc(Cl)cc3)nnc2s1 | -12 | -5 | 2 | -1 | 1 | -0.2 | -33 | -2 | 14 | 15 | 6
CCOc1ccc(Nc2ncnc3c2cnn3C)cc1 | 9 | 6 | -1 | -3 | -1 | -0.5 | -36 | -11 | 2 | 11 | -15
CCOc1cc(NC(=S)Nc2cccc(OC)c2)c(OCC)cc1NC(=O)C1CC1 | -6 | -24 | 8 | 10 | -7 | -0.4 | -29 | 4 | -11 | -12 | 18
CC(C)Nc1ncnc2c1ncn2[C@H]1CN(Cc2ccco2)C[C@@H](CO)O1 | -20 | 3 | nt | nt | nt | 0.8 | -5 | 11 | 0 | -7 | 1
C[n+]1c(-c2ccccc2)sc([S-])c1-c1ccccc1 | -26 | -1 | nt | nt | -2 | -0.4 | 11 | -6 | 1 | -8 | 12
CCCC[C@H]1C2=C3[C@@H](CC(C(=O)OC)=C[C@@H](C(=O)OC)[C@H]3C(C)(C)C2=O)n2c(=O)n(-c3ccccc3)c(=O)n21 | -24 | -12 | -10 | 2 | 2 | 2.6 | -2 | 11 | 5 | 11 | 18
Fc1ccc(COc2ccc(/C=N/n3cnnc3)cc2)cc1 | 2 | -62 | -6 | -46 | -4 | -2.3 | -21 | -146 | -3 | 8 | 0
O=C(Nc1nnc(-c2ccco2)s1)C1CC1 | 2 | -75 | -18 | -33 | 0 | -0.7 | -100 | -94 | -41 | 6 | 6
O=C(CN1CCN(Cc2ccccc2)CC1)N/N=C/c1cccs1 | -6 | -12 | -1 | 9 | -1 | -0.9 | 21 | 2 | -1 | 23 | -2

Source: PubChem

These rows are one share of the data; count on the stated rates, not on these rows.
